High-throughput results (PubChem)
hcGAS lum = Primary biochemical luminescence assay for human cyclic GMP-AMP synthase inhibitors | Q8N884 | recombinant h-cGAS, ATP depletion, Kinase-Glo luminescence | inhibition, % at 12.5 µM | actives 0.081% (n = 290,000);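 note: 0% = vehicle reaction and 100% = reaction without DNA for no activity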
Target sequence (Q8N884 whole entry, looked up): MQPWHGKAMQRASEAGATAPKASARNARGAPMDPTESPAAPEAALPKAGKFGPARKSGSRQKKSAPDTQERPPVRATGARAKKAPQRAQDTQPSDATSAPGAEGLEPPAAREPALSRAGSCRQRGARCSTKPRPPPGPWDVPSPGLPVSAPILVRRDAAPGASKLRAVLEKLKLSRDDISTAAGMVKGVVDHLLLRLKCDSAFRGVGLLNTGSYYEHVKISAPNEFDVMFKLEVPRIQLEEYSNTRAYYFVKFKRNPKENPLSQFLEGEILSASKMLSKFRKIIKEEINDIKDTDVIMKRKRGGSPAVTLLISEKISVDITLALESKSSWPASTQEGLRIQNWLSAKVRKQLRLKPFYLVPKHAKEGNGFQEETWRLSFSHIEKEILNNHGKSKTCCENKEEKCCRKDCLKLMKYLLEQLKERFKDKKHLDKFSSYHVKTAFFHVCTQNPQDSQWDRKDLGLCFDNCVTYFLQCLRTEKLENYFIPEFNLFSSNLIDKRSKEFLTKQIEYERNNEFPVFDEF
NPYLR7 ag = agonists of mosquito NPYLR7 receptor, primary screen, cell-based, Aedes aegypti, calcium fluorescence, mosquito biting behavior | AID 1259423, 2018 | HEK293T NPYLR7/Galpha15, GCaMP6s calcium fluorescence | Aedes aegypti neuropeptide Y-like receptor 7 (NPYLR7) | actives 0.15% (n = 270,000) | activation, % at 10 µM; in the data active = activation above about 40%;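 note: 0% = vehicle and 100% = reference agonist at the receptor; some compounds past the cut are filed as inactive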
mcGAS inh = cyclic GMP-AMP synthase inhibitors, mouse, primary biochemical chemiluminescence | Q8C6L5 | recombinant cGAS, Kinase-Glo ATP depletion luminescence | inhibition, % at 12.5 µM | actives 0.15% (n = 160,000) | AID 1259399, 2018;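 note: 0% = negative control wells and 100% = reference inhibitor with no enzyme activity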
The depositor's hits bear a star; x = no result given. Cut-off read from the data, not from the text of the source, unless noted: active = inhibition above about 40%; inactive = the rest.

SMILES	hcGAS lum	NPYLR7 ag	mcGAS inh
O=C(Nc1nnc(COc2ccccc2F)s1)c1ccccc1	-2	4	-6
Cc1cccc(-c2nc3c(C)cccc3o2)c1OCC(=O)N(C)Cc1ccco1	-6	x	-10
CCc1cccc2c(C(CC(=O)NCCN3CCCC3)c3ccccc3)cn(CC)c12 (stereo unspecified)	-9	19	-9
Clc1nc2sccn2c1CN(Cc1ccsc1)CC1CCCO1 (stereo unspecified)	-6	-4	-12
COc1cccc(C(=O)OCc2nc3c(C)cccc3c(=O)[nH]2)c1	-4	9	x
CCOc1cn(C)c(C(=O)Nc2ccccc2)cc1=O	-14	4	x
CC/C=C/CC(=O)N1CCC(NS(C)(=O)=O)CC1	-7	-3	x
Clc1ccccc1CSc1nnc2c(n1)OC=Nc1ccccc1-2	-8	5	-4
O=C(O)c1ccnc(-n2cncn2)c1	-9	4	x
CCc1nc(C)nc(N2CCN(C(=O)c3ccccc3Cl)CC2)c1Cc1ccc(F)cc1	-1	1	-4
COc1cc(NC(=O)c2occc2C)cc(OC)c1	-4	21	x
CSc1nc2ccccc2n1CCO	-7	2	x
COc1ccc(CC(=O)Nc2cc(C)c3c(=O)oc4ccccc4c3n2)cc1OC	-7	-2	x
CC(=O)Nc1cccc(NC(=O)CSc2cn(CC(=O)N3CCCCC3)c3ccccc23)c1	-6	-4	-7
CN(CCC#N)C(=S)NC1CC2CCC1C2 (stereo unspecified)	-7	-1	x
COc1ccc(C(=O)Nc2c(-c3ccccc3C)nc3ccc(C)cn23)cc1	-6	-6	-7
CC(C)c1ccc(SCC(=O)NC(=O)c2ccc[nH]2)cc1	-14	0	x
O=c1ccc2ccc(OCc3ccc(Cl)cc3Cl)cc2o1	-6	3	x
Cc1ccc(N2CCCn3c2nc2c3c(=O)n(CCN3CCOCC3)c(=O)n2C)cc1Cl	-8	-2	x
CN1C(=CC=Nc2ccc(I)cc2)C(C)(C)c2ccccc21	-3	19	x
O=[N+]([O-])c1ccc(NN=C2CC3CC=CC23)c(S(=O)(=O)N2CCOCC2)c1 (stereo unspecified)	-4	-12	x
CC(CNS(=O)(=O)c1cc(Cl)c2c(c1)CC(C)O2)Cn1ccnc1 (stereo unspecified)	-8	11	x
O=C(Cc1ccc(F)cc1)NCCn1nc(-c2ccco2)ccc1=O	4	-1	-6
CC(=O)c1ccc(NC(=O)CCn2nc(C)nc2C)cc1	-5	0	-9
COc1ccc(O)c(C2CC(=O)Nc3c2c(C)nn3C2CCCCC2)c1 (stereo unspecified)	-5	3	-11

19 consecutive entries already listed:
SMILES	hcGAS lum	NPYLR7 ag	mcGAS inh
O=C(Nc1nnc(COc2ccccc2F)s1)c1ccccc1	-2	4	-6
Cc1cccc(-c2nc3c(C)cccc3o2)c1OCC(=O)N(C)Cc1ccco1	-6	x	-10
CCc1cccc2c(C(CC(=O)NCCN3CCCC3)c3ccccc3)cn(CC)c12 (stereo unspecified)	-9	19	-9
Clc1nc2sccn2c1CN(Cc1ccsc1)CC1CCCO1 (stereo unspecified)	-6	-4	-12
COc1cccc(C(=O)OCc2nc3c(C)cccc3c(=O)[nH]2)c1	-4	9	x
CCOc1cn(C)c(C(=O)Nc2ccccc2)cc1=O	-14	4	x
CC/C=C/CC(=O)N1CCC(NS(C)(=O)=O)CC1	-7	-3	x
Clc1ccccc1CSc1nnc2c(n1)OC=Nc1ccccc1-2	-8	5	-4
O=C(O)c1ccnc(-n2cncn2)c1	-9	4	x
CCc1nc(C)nc(N2CCN(C(=O)c3ccccc3Cl)CC2)c1Cc1ccc(F)cc1	-1	1	-4
COc1cc(NC(=O)c2occc2C)cc(OC)c1	-4	21	x
CSc1nc2ccccc2n1CCO	-7	2	x
COc1ccc(CC(=O)Nc2cc(C)c3c(=O)oc4ccccc4c3n2)cc1OC	-7	-2	x
CC(=O)Nc1cccc(NC(=O)CSc2cn(CC(=O)N3CCCCC3)c3ccccc23)c1	-6	-4	-7
CN(CCC#N)C(=S)NC1CC2CCC1C2 (stereo unspecified)	-7	-1	x
COc1ccc(C(=O)Nc2c(-c3ccccc3C)nc3ccc(C)cn23)cc1	-6	-6	-7
CC(C)c1ccc(SCC(=O)NC(=O)c2ccc[nH]2)cc1	-14	0	x
O=c1ccc2ccc(OCc3ccc(Cl)cc3Cl)cc2o1	-6	3	x
Cc1ccc(N2CCCn3c2nc2c3c(=O)n(CCN3CCOCC3)c(=O)n2C)cc1Cl	-8	-2	x

The main list resumes, repeating the two entries before the break.
SMILES	hcGAS lum	NPYLR7 ag	mcGAS inh
CC(=O)c1ccc(NC(=O)CCn2nc(C)nc2C)cc1	-5	0	-9
COc1ccc(O)c(C2CC(=O)Nc3c2c(C)nn3C2CCCCC2)c1 (stereo unspecified)	-5	3	-11
CCOCCn1c(CN2CCN(c3ccccc3)CC2)nc2c1c(=O)n(C)c(=O)n2C	-5	31	x
O=C(C1CCC(=O)N(C2CC2)C1)N1CCC(N2CCSCC2)CC1 (stereo unspecified)	-8	10	x
CC1CN(C(=O)c2ccccc2[N+](=O)[O-])CCN1C(=O)c1ccccc1[N+](=O)[O-] (stereo unspecified)	-5	9	-5
O=C(NC1CC(=O)N(Cc2cccc(F)c2)C1)c1cccs1 (stereo unspecified)	-4	3	x
CC(=O)NCc1ccc(C(=O)N2CCN(CC(C)O)CC2)s1 (stereo unspecified)	-4	2	x
Cc1n[nH]c(C)c1Sc1ccc(Cl)cc1	-8	-1	-3
O=C1N(c2ccc3c(c2)OCO3)C(c2ccc(Cl)cc2)C1(F)F (stereo unspecified)	-4	6	x
Cc1ncc(C(=O)OC(C)c2cccc(C#N)c2)s1 (stereo unspecified)	-6	-1	x
Cc1ccc(N2C(=O)CC(Sc3nc4c(cc3C#N)CC(C(C)(C)C)CC4)C2=O)cc1 (stereo unspecified)	-2	-4	2
Cc1ccccc1OCC(O)CN(C)CC1CC(c2ccc(F)cc2)=NO1 (stereo unspecified)	-5	-3	-5
Cc1ccc(C(O)=C2C(=O)C(=O)N(CCCN(C)C)C2c2ccccc2F)cc1 (stereo unspecified)	-6	19	-9
CC(C)(C)C1(O)CC(C(F)(F)F)=NN1C(=O)C1CC1 (stereo unspecified)	-2	4	-3
Cc1cc(C(=O)N2CCCC(C)C2)ccc1[N+](=O)[O-] (stereo unspecified)	-5	4	x
O=C(O)c1cccnc1Sc1ccnc2cc(Cl)ccc12	-9	13	-14
Cc1nn(-c2ccccc2)c2nc(Cc3ccccc3)nc(N3CCCN(C(=O)/C=C/c4ccccc4)CC3)c12	2	-5	0
Cc1cn2c3c(=O)n(Cc4ccccc4)c(=O)n(C)c3nc2n1CC(C)C	-6	0	x
CCOc1ccc(S(=O)(=O)NCCc2sc3nc(-c4ccc(Cl)cc4)nn3c2C)cc1	-3	9	-5
CC(C)NC(=O)N(Cc1cc(NC(=O)C(C)C)ccc1N(C)C)CC1CC1	-5	14	-6
CCN(CC(=O)NC(C)(C)C)Cc1c(C)c(Cl)cc(C(C)C)c1O	-2	4	x
Cc1nnc2sc(-c3ccccc3NC(=S)NC(=O)c3cc4ccccc4o3)nn12	0	-11	x
O=C1Nc2ccc(I)cc2C1=Cc1cc(Br)c(O)c(Br)c1	1	-3	11
C=CCOC(=O)C1=C(C)N(C)C(=O)NC1c1ccc(OCc2ccccc2)cc1 (stereo unspecified)	0	-1	x
O=C(O)c1ccc(NC(=O)c2cccc(N3C(=O)C4CC=CCC4C3=O)c2)cc1 (stereo unspecified)	-5	4	-4
Cc1ccccc1N1C(=O)CC2CS(=O)(=O)CC21 (stereo unspecified)	2	0	-2
COc1ccc(CNC(C)=O)cc1S(=O)(=O)NC(C)c1ccccc1C (stereo unspecified)	-2	0	x

Continuation:
SMILES	hcGAS lum	NPYLR7 ag	mcGAS inh
COc1cccc(C(=O)N2CCC(C(NC(=O)c3cccs3)C(=O)NC3CC3)CC2)c1 (stereo unspecified)	-3	-8	-4
Cc1ccc(Nc2nn(CN3CCOCC3)c(=S)s2)cc1	5	1	x
COCCOc1nc(-c2ccc(C(F)(F)F)cc2)n(-c2ccc(NC(=O)c3ccc(Br)cc3)cc2)n1	-6	4	-5
Cc1cc(Cl)ccc1N1CCN(C(=O)CCc2ccccc2)C(C)C1=O (stereo unspecified)	-5	1	-4
CN1CC(n2cnnc2)c2sccc2S1(=O)=O (stereo unspecified)	0	11	0
Brc1ccc(OCc2cn3cccnc3n2)c(Br)c1	-8	3	x
Cc1cccc2c(-c3ccncn3)c[nH]c12	-1	10	-13
CC(NC(=O)c1ccc(-n2c(=O)n(C)c(=O)n2C)cc1)c1ccc(F)cc1 (stereo unspecified)	12	-7	3
CC(=O)N1CCN(Cc2nnnn2-c2ccc(Cl)cc2)CC1	-4	-6	-3
CC(C)Cn1c(N)c(C(=O)COC(=O)c2cccn2C)c(=O)n(C)c1=O	-2	-2	x
Cc1ccccc1C(=O)N1C(C(=O)O)COC12CCN(C(=O)c1cccc([N+](=O)[O-])c1)CC2 (stereo unspecified)	-3	8	-5
CCOC(=O)C1=C(C)N=c2s/c(=C3\C(=O)N(C)c4ccccc43)c(=O)n2C1c1ccccc1 (stereo unspecified)	-3	-8	-4
COc1ccc(-c2nc(CO)cs2)cn1	-4	2	-7
COc1cccc(Oc2ccc(-n3ccnc3-c3ccoc3)cn2)c1	-4	3	-8
CCOC(=O)Nc1ccc(C(=O)N(C)C2CCC(C)CC2)cc1 (stereo unspecified)	-10	0	x
FC(F)(F)c1ccnc(Sc2ccc(Cl)cc2)n1	4	5	-2
O=C(NCCNc1ncccn1)C1CCN(C(=O)c2ccc(F)cc2F)CC1	-7	15	-17
O=C(c1cncn1-c1ccc(-c2ccc(F)c(F)c2)cc1)N1CCC1	-10	0	-8
O=C(CCCOc1ccccc1F)N1CCSC1	-5	-4	-15
CNC(=O)C1CCC(Cn2c(=O)c3sccc3n(Cc3ccccc3F)c2=O)CC1 (stereo unspecified)	-8	5	-9
CCCc1nc2ccc(NC(=O)c3cc(OC)c(OC)c(OC)c3)cn2n1	-3	-3	-6
CC(C)COc1nc(-c2ccccc2F)n(-c2cccc(NC(=O)C3CCC3)c2)n1	-5	35	-5
Cc1nn(C)c(C)c1CCC(=O)N1CCC(Oc2ncccn2)CC1	-1	1	x
CC(C)[C@H](Nc1ccc(C(F)(F)F)cc1Cl)C(=O)NNC(=O)c1cccc(N(C)C)c1	-7	1	x
O=C(CC(c1cccc(F)c1)c1cn(Cc2ccccc2)c2ccc([N+](=O)[O-])cc12)NCc1ccc2c(c1)OCO2 (stereo unspecified)	-6	27	-8

Following part
SMILES	hcGAS lum	NPYLR7 ag	mcGAS inh
COCCn1c(SCC(=O)Nc2cc(C)on2)nc2c([nH]c3ccccc32)c1=O	-3	7	-5
CS(=O)(=O)c1ccc(C(=O)NC2CC(=O)N(CCc3ccccc3)C2)cc1 (stereo unspecified)	-8	5	x
O=C(CC1C(=O)NCCN1Cc1ccccn1)NC1C2CC3CC(C2)CC1C3 (stereo unspecified)	-3	2	-9
Cc1ccn2c(NCc3ccccc3)c(-c3ccccc3OC(=O)CCC3CCCC3)nc2c1	-9	14	-4
C=CCNC(=O)c1c(O)nc2scc(C)n2c1=O	-6	-2	-6
Cc1cnccc1CN(C)C(=O)c1ccc(-c2ccccc2)[nH]1	-4	6	x
CCc1nc(C)c2c(n1)N(CCCN1CCOCC1)C(=O)CC2	5	x	0
O=C1C=C(N2CCCC2)C2(CCCCC2)O1	-3	1	x
CC(=O)OC(OC(C)=O)C12C=CC(O1)C1C(=O)N(c3ccc(Br)cc3)C(=O)C12 (stereo unspecified)	-1	7	x
C=CCSc1nnc(NC(=O)c2ccccc2Cl)s1	-5	x	-11
CCOCC(=O)N1CCCn2ccnc2C1C1CCCC1 (stereo unspecified)	-13	x	-6
Cc1cccc(C(C)(C)CNC(=O)C(C)Sc2nncn2C)c1 (stereo unspecified)	-13	2	x
Cc1nc(Oc2ccc(Cl)c(Cl)c2)c2cnn(C)c2n1	-9	-3	x
Cc1ccc(N=c2scc(C)n2CCCO)c(C)c1	-1	-4	-1
Cc1nn(-c2ccc(C(F)(F)F)cn2)c(C)c1CC(=O)N(Cc1cccnc1)CC1CCCO1 (stereo unspecified)	-1	1	x
Cc1ccc(S(=O)(=O)N2CCC(Nc3ncccn3)CC2)cc1	3	-2	-4
CC(C)CC1C(C#N)C(=N)SC(=N)C1C#N (stereo unspecified)	-4	0	x
NCCCN1C(=O)CC[C@H]2CN(C(=O)CC3=CCCCC3)CC[C@H]21	4	x	-2
COC(=O)c1ccc(-c2noc(CN(C)Cc3ccc4nsnc4c3)n2)cc1	-11	11	x
Cc1cccc(NC(=O)CS(=O)(=O)Cc2nc(-c3cccs3)no2)c1	-11	8	x
CN(C)C(=O)c1ccc(Cn2cc(C(=O)NCc3ccc4c(c3)OCO4)sc2=O)cc1	-1	1	x
COC(=O)C(C)n1cnc2c(nnn2Cc2ccccc2F)c1=O (stereo unspecified)	3	7	x
O=C(NCCc1ccccn1)c1coc(CN(CCN2CCOCC2)Cc2ccc(F)cc2)n1	-6	x	-6
COC(=O)c1ccc(N2C(=O)CSC2c2cccc(OC)c2OC)cc1 (stereo unspecified)	-5	-11	-4
